Assay outcomes from PubChem BioAssay.
GLP-1R agonist = qHTS of GLP-1 Receptor Agonists; actives 0.007% (n = 380,000); AID 624172, 2012; HEK293 GLP-1R CRE-luciferase, luminescence, 4-6 h; cells express a hypersensitive GLP-1R form; Glucagon-like peptide 1 receptor (Homo sapiens), P43220; Potency, µM (top dose mostly 45.6 µM), inactives show at the highest dose activation, actives largely listed as activators; further: % of control where 0% means no effect
Target sequence (P43220 whole entry, looked up): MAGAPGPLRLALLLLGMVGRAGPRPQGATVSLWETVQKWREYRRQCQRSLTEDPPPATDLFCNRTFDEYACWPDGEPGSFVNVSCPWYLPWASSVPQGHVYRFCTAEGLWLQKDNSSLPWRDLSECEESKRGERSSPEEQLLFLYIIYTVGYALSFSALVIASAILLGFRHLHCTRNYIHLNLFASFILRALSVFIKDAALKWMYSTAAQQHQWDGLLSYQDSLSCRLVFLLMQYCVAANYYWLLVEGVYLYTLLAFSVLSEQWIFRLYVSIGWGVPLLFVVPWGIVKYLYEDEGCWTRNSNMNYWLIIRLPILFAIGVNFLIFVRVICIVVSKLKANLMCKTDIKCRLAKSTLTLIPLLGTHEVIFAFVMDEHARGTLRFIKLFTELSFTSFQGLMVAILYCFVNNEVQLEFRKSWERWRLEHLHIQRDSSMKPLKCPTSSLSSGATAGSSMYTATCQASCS
KB-3-1 cytotox = qHTS assay for MDR1-selective chemotherapeutics: Primary screen using the parental adenocarcinoma cell KB-3-1 | KB-3-1 viability, CellTiter-Glo ATP luminescence, 72 h | actives 1.4% (n = 400,000) | Potency, µM (titrated, usually from 46.1 µM), for the others: at the highest dose activity change, negative = cytotoxic, most hits filed as cytotoxic; further: on the % scale 0 is the no-effect control and ±100 the full control effect; nearly all actives have a fitted effect of over 60% in size
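Luminescent ATP read-out (CellTiter-Glo) measures survival of drug-naive KB-3-1 cells after 72 h compound exposure at 37 °C. Titration series was screened from lowest to highest concentration, with DMSO vehicle plates as background controls.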
HT1080 IDH1KD tx = qHTS for induction of synthetic lethality in tumor cells producing 2HG: qHTS for the HT-1080-IDH1KD cell line. HT-1080 IDH1 knockdown viability, ATP luminescence, 48 h. Potency, µM (titrated, usually from 46.1 µM), without a hit: at the top dose activity, negative = toxicity, actives largely listed as cytotoxic. actives 2% (n = 360,000). AID 686971, 2013;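 further: 0% = DMSO wells and -100% = cell-free medium wells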
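After a 2 h attachment period, IDH1KD HT-1080 cells took pin-transferred compound for 48 h at 37 °C; ATP-based luminescence after 10 min room-temperature reagent incubation reported viability.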
HEK293 tox = qHTS of GLP-1 Receptor Inverse Agonists: Cytotox Screen | AID 624418, 2012 | Potency, µM (highest dose often 38.3 µM), without a hit: at the top dose activity change, negative = inhibition, usual class: inhibitors | HEK293 cAMP-luciferase reporter cells, luminescence, 24 h | actives 0.13% (n = 410,000);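 further: loss of luciferase light is scored as toxicity; on the % scale 0 is the no-effect control and ±100 the full control effect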
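Seeding density was 200 cells/uL; after overnight-length (12 h) culture, 23 nL compounds went on for 24 h at 37 °C. Readout used a luciferase detection reagent, luminescence taken after 12 min at room temperature.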
TDP-43 yeast inh = qHTS of TDP-43 Inhibitors; TDP-43 expressing yeast growth rescue, BacTiter-Glo, 24 h; Potency, µM (doses to about 46.1 µM), without a hit: top-dose growth rescue (activation), actives largely listed as activators; actives 1.8% (n = 410,000); further: % of control where 0% means no effect; nearly all actives have a fitted effect of over 50% in size
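Yeast cells expressing TDP-43 under galactose induction are exposed to compounds for 24 hr at 30 deg C. BacTiter-Glo luminescence measures growth, so protective compounds score as activators.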
HT1080-NT tox = qHTS for induction of synthetic lethality in tumor cells producing 2HG: qHTS for the HT-1080-NT fibrosarcoma cell line; HT-1080-NT fibrosarcoma viability, CellTiter-Glo ATP luminescence, 48 h; Potency, µM (titrated, usually from 46.1 µM), for the others: at the top dose activity, negative = less viability, usual class: cytotoxic; actives 1.6% (n = 360,000);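 further: NT is the 2HG producing partner of a matched IDH1 knockdown line; 0% = DMSO-treated cells and -100% = media-only wells without cells; nearly all actives have a fitted effect of over 55% in size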
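Toxicity toward the 2HG-producing NT line was scored as %Activity, normalised to DMSO and no-cell wells, from CellTiter-Glo luminescence after 48 hours' treatment.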
GLP1R inv ag = qHTS of GLP-1 Receptor Inverse Agonists (Inhibition Mode) | HEK293 GLP-1R CRE-luciferase, luminescence, 24 h; GLP-1R form is constitutively active | actives 1.6% (n = 410,000) | Potency, µM (top dose mostly 38.3 µM), for the others: at the highest dose activity change, negative = inhibition, usual class: inhibitors | AID 624417, 2012 | Glucagon-like peptide 1 receptor (Homo sapiens), P43220; further: on the % scale 0 is the no-effect control and ±100 the full control effect; nearly all actives have a fitted effect of over 55% in size
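Readout was luciferase luminescence, measured 12 min after detection reagent at room temperature. Beforehand, GLP-1R reporter HEK293 cells had sat 12 h, then received compounds for 24 hr at 37 deg C.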
KB-V1 MDR tox = qHTS assay for MDR1-selective chemotherapeutics: Primary screen using the drug-selected MDR subline cells KB-V1; KB-V1 MDR cells viability, CellTiter-Glo, 72 h; Potency, µM (top dose mostly 46.1 µM), for the others: at the highest dose activity change, negative = cytotoxicity, most hits filed as cytotoxic; actives 3.4% (n = 400,000); further: on the % scale 0 is the no-effect control and ±100 the full control effect; nearly all actives have a fitted effect of over 60% in size
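Luminescent ATP read-out (CellTiter-Glo, 10 min) measures survival of drug-selected KB-V1 MDR cells after 72 h, 37 degrees C compound exposure. Medium: phenol-red-free DMEM, 10% FBS. Values from fitted concentration-response curves.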
SW480 rerep = A quantitative high throughput screen for small molecules that induce DNA re-replication in SW480 colon adenocarcinoma cells. SW480 DNA re-replication, Hoechst DNA content imaging, 48 h. Potency, µM (series often up to 46.1 µM), inactives show top-dose re-replication activation, most hits filed as activators. actives 1.8% (n = 340,000). AID 624297, 2012; further: % of control where 0% means no effect; nearly all actives have a fitted effect of over 55% in size
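Compounds, transferred as 23 nL by pin tool, were incubated with cells for 48 hr; DNA content per nucleus was then quantified by Hoechst staining and fluorescence plate imaging.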
The depositor's hits bear a star; u = inconclusive; x = no result given; [ ] = another dose, or the depositor's remark. The call rests on the fitted dose curve; in most records, active means well fitted curve in the direction sought with a large enough effect; inconclusive means small, poorly fitted or top-dose-only effect, or another doubt; inactive means no such curve, though single readings can be large; an effect the other way counts as inactive or inconclusive. Potency means the concentration at half of the fitted maximal effect.

The opening 10 compounds as a preview:
SMILES,GLP1R inv ag,HT1080-NT tox,TDP-43 yeast inh,SW480 rerep,KB-3-1 cytotox,KB-V1 MDR tox,HEK293 tox,HT1080 IDH1KD tx,GLP-1R agonist
CC(/C=N\N1CCN(Cc2ccc(C)cc2)CC1)=C\c1ccccc1,-25%,-10%,-20%,0%,-2%,-24%,-7%,-1%,0%
CCc1ccccc1NC(=O)N[C@@H](C)C(=O)O,7%,4%,-9%,1%,14%,12%,2%,12%,2%
CCN(CC)S(=O)(=O)c1ccc(N2CCCC2)c(NC(=O)Cc2cc(OC)c(OC)c(OC)c2)c1,36%[activator],9%,-1%,15%,10%,u,5%,1%,3%
CC1CCN(C(=O)c2ccc(N3CCOCC3)c([N+](=O)[O-])c2)CC1,13%,2%,27%,-12%,-9%,-21%,12%,2%,16%
Nc1cc(S(=O)(=O)Nc2ccc(Cl)cc2)ccc1N1CCOCC1,u,u,-13%,4%,23µM*,u,8%,-12%,5%
Cc1cc2nc(-c3ccc[nH]c3=O)[nH]c2cc1C,3.5µM*,18µM*,-71%[inhibitor],17%,0%,u,74%[activator],18µM*,16%
O=C(CN1CCN(C(=O)C2CC2)CC1)Nc1cc(C(F)(F)F)cc(C(F)(F)F)c1,u,0%,-7%,-2%,3%,21µM*,u,1%,14%
COc1ccccc1NC(=S)NCCSc1ccc(C)cc1,11µM*,1%,u,u,-10%,u,u,7%,1%
O=C1[C@H]2[C@@H](c3ccc(F)cc3)N3C(=O)N(c4ccccc4)C(=O)[C@@]3(Cc3ccccc3)[C@H]2C(=O)N1C1CCCCC1,u,12%,5%,-33%[inhibitor],0%,u,2%,8%,-3%
COc1ccc(-c2ccccc2[C@H]2[C@@H]3C=CC[C@@H](C)[C@@H]3C(=O)N2Cc2ccccc2)cc1,8.9µM*,u,-7%,u,0%,0%,-8%,u,1%

The listing, repeating the preview:
SMILES,GLP1R inv ag,HT1080-NT tox,TDP-43 yeast inh,SW480 rerep,KB-3-1 cytotox,KB-V1 MDR tox,HEK293 tox,HT1080 IDH1KD tx,GLP-1R agonist
CC(/C=N\N1CCN(Cc2ccc(C)cc2)CC1)=C\c1ccccc1,-25%,-10%,-20%,0%,-2%,-24%,-7%,-1%,0%
CCc1ccccc1NC(=O)N[C@@H](C)C(=O)O,7%,4%,-9%,1%,14%,12%,2%,12%,2%
CCN(CC)S(=O)(=O)c1ccc(N2CCCC2)c(NC(=O)Cc2cc(OC)c(OC)c(OC)c2)c1,36%[activator],9%,-1%,15%,10%,u,5%,1%,3%
CC1CCN(C(=O)c2ccc(N3CCOCC3)c([N+](=O)[O-])c2)CC1,13%,2%,27%,-12%,-9%,-21%,12%,2%,16%
Nc1cc(S(=O)(=O)Nc2ccc(Cl)cc2)ccc1N1CCOCC1,u,u,-13%,4%,23µM*,u,8%,-12%,5%
Cc1cc2nc(-c3ccc[nH]c3=O)[nH]c2cc1C,3.5µM*,18µM*,-71%[inhibitor],17%,0%,u,74%[activator],18µM*,16%
O=C(CN1CCN(C(=O)C2CC2)CC1)Nc1cc(C(F)(F)F)cc(C(F)(F)F)c1,u,0%,-7%,-2%,3%,21µM*,u,1%,14%
COc1ccccc1NC(=S)NCCSc1ccc(C)cc1,11µM*,1%,u,u,-10%,u,u,7%,1%
O=C1[C@H]2[C@@H](c3ccc(F)cc3)N3C(=O)N(c4ccccc4)C(=O)[C@@]3(Cc3ccccc3)[C@H]2C(=O)N1C1CCCCC1,u,12%,5%,-33%[inhibitor],0%,u,2%,8%,-3%
COc1ccc(-c2ccccc2[C@H]2[C@@H]3C=CC[C@@H](C)[C@@H]3C(=O)N2Cc2ccccc2)cc1,8.9µM*,u,-7%,u,0%,0%,-8%,u,1%
CC1CCCCN1C(=O)Cn1c(SCC(=O)N(C)c2ccccc2)nc2ccccc21 (centres undefined),-1%,x,8%,x,-6%,-6%,-6%,x,x
COc1cccc(/C=C2\SC(=O)N(CC(=O)NC3CCS(=O)(=O)C3)C2=O)c1 (centres undefined),24%,2%,4%,1%,26%,u,-3%,-8%,0%
COc1ccccc1NC(=O)CSc1nc2ccccc2cc1Cc1ccccc1,10µM*,-4%,-7%,-3%,5%,-21%,4%,1%,1%
CN(C)Cc1c(C(C)(C)O)[nH]c2ccc(C(F)(F)F)cc12,-8%,0%,19%,-8%,-2%,-1%,6%,-11%,-2%
CCC(Cc1ccccc1)NS(=O)(=O)c1c(C)nc2sccn2c1=O (centres undefined),-24%,-12%,-10%,-2%,1%,-6%,5%,6%,5%
COc1ccc(-c2cc(N3C(=O)Nc4ccccc4N3O)n[nH]2)cc1OC,8%,18%,4%,-5%,-7%,-10%,-1%,1%,3%
Cc1ccc(C(=O)Nc2cccc(C(=O)O)c2)cc1S(=O)(=O)N1CCOCC1,u,6%,4%,-8%,-7%,12%,16%,0%,-1%
N#Cc1c(-c2ccccc2)cc(C2CC2)nc1N,0%,-11%,13µM*,1%,-4%,u,u,-21%,20%
COc1ccc2cc(C(=O)NCc3ccccc3)c(=Nc3ccc(C(=O)O)cc3)oc2c1,-4%,-2%,3%,-67%[inhibitor],-4%,0%,9%,-1%,-2%
CCOC(=O)c1ccc(NC(=O)COc2ccc(S(=O)(=O)NC(C)C)cc2)cc1,-1%,-4%,-7%,-5%,-11%,0%,-2%,-21%,-7%
O=C(NCc1ccccc1F)C1CCCN1C(=O)Nc1ccc(F)cc1 (centres undefined),-9%,10%,7%,u,23%,-8%,-5%,10%,2%
Cc1cccc(CSc2nnc([C@@H]3CCCN3C(=O)OC(C)(C)C)o2)c1,u,-4%,-6%,3%,-3%,u,-7%,-3%,4%
Cc1ccc(NC(=O)NC(=O)CN2CCCC2c2ccc3c(c2)OCCO3)cc1C (centres undefined),u,7%[9.24 µM],-11%,26%,-3%,-10%,28%,-7%,4%
COCCN(C(=O)CNC(=O)c1cccs1)C(C(=O)NC1CCCC1)c1cccs1 (centres undefined),1%,16%,-8%,2%,17%,-6%,-5%,18%,-9%
COc1ccc(Cn2nnnc2C(c2cc3cc(C)ccc3[nH]c2=O)N2CCOCC2)cc1 (centres undefined),-30%,10%,-19%,-1%,u,u,-12%,-16%,-4%
Cc1cc(C)n(-c2cc(N3CCOCC3)ncn2)n1,5%,-1%,16%,-10%,1%,-10%,4%,3%,20%
O=C(C[C@@H]1C/C=C\C[C@@H](Cc2ccc(F)cc2)C(=O)OCCNC1=O)NCCO,-8%,0%,0%,-11%,10%,26%,6%,0%,-3%
CCCc1nc2sc3c(c2c(=O)n1NC(=O)CCC(=O)O)CCCC3,-1%,-2%[9.24 µM],-20%,-1%,-10%,7%,5%,-19%,-10%
CCOc1cc(C(=O)OCC(=O)Nc2ccc(SC(F)F)cc2)cc(OCC)c1OCC,-4%,2%,16%,u,-2%,-13%,16%,-1%,1%
O=C(Nc1ccccc1C(F)(F)F)c1ccc(F)c(S(=O)(=O)N2CCOCC2)c1,4%,2%,-4%,-2%,-16%,-25%,3%,3%,1%
CS(=O)(=O)N1CCCCC1c1cc(C(=O)NCc2ccccc2)no1 (centres undefined),21%,24%,16%,x,0%,-1%,0%,15%,1%
CCS(=O)(=O)N1CCC(NC(=O)C(Cc2ccc(OC)c(OC)c2)NC(C)=O)CC1 (centres undefined),10%,8%,u,-8%,5%,-1%,1%,7%,-6%
CC(C)COC(=O)N1CCCC1C(=O)Nc1nccs1 (centres undefined),-10%,-5%,-16%,3%,-7%,-9%,3%,-4%,-7%
CCC(=O)OCc1cc2cccc(C)c2[nH]c1=O,0%,7%,-2%,-5%,6%,7%,-15%,3%,-2%
CC(C)Oc1cccc(C(=O)C2CCCN(C(=O)CCn3cnnn3)C2)c1 (centres undefined),14%,2%,-2%,9%,4%,-12%,3%,4%,2%
CCOC(=O)C1(C)CCCN(C(=O)c2cccc(C#N)c2)C1 (centres undefined),5%,16%,-3%,x,-1%,1%,1%,20%,-3%
CCOC(=O)C1(CCOc2ccccc2)CCN(Cc2ccc(O)c(OCC)c2)CC1,u,u,2%,u,-7%,u,-25%,u,-7%
Cc1ccccc1C(=O)NNC(=O)CSc1nc2ccccc2c(=O)[nH]1,7%,12%,-18%,-6%,8%,6%,3%,9%,0%
COc1ccc(NC(=O)Cn2c3ccc(OC)cc3c3nc4n(c(=O)c32)CCS4)cc1,-4%,0%,12%,12%,3%,u,5%,0%,-6%
CCOC(=O)c1cccnc1SC(CC)C(=O)NCc1ccco1 (centres undefined),7%,3%,-12%,-2%,2%,u,9%,-3%,-1%
CC(C)(C)C(=O)Nc1nc(C2CCCN2S(=O)(=O)c2ccc(Cl)cc2)cs1 (centres undefined),u,-6%,1%,-4%,-18%,-11%,-9%,-20%,-6%
CC(=O)c1ccc(O)c(CC=C(C)C)c1O,-12%,-1%,0%,13%,0%,10%,1%,-2%,23%

Not a hit list. Share with any hit: about 9.4%.
